# PriA SSB inh – inhibitors of Klebsiella pneumoniae PriA binding to SSB C-terminal tail, primary screen, biochemical, AlphaScreen; AlphaScreen SSBct-PriA binding, biotinylated peptide; inhibition, % at 33 µM; actives 0.6% (n = 430,000); AID 1272365, 2023; in the data active = inhibition mostly above about 37%, no sharp cut-off; inactive = mostly below about 20%;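 also: plate controls were negative control peptide for no effect and reference peptide for full effect; strong numbers were not always called active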
# * hit, by the source's call; & = joins results of further samples. Only part of the results is shown, so the mix of outcomes need not match the whole.
SMILES,PriA SSB inh
Cc1nc2oc(-c3ccccc3)nc2cc1NC(=O)CSCc1ccccc1,-20
CS(=O)(=O)N1CCCC(C(=O)Nc2nc(-c3ccncc3)cs2)C1 (configuration not stated),-3
C[C@](O)(CNC(=O)c1ccccc1C(F)(F)F)c1ccc(-c2ccccc2)cc1,-9
Cc1cnc2n(c1=O)CC(C(=O)N1CCN(S(C)(=O)=O)CC1)CS2 (configuration not stated),-17
O=C(NCCc1nc(C2CC2)cc(C(F)(F)F)n1)C1c2ccccc2Oc2ccccc21,-5
O=C(NN=Cc1ccc([N+](=O)[O-])o1)c1cc(-c2ccc(-c3ccccc3)cc2)nc2ccccc12,4
CCOc1ccc(NC(=O)CN2CCN(CC)C(=O)C2=O)cc1,-21
O=C(CCc1nnc2n(CCc3ccccc3)c(=O)c3ccccc3n12)N1CCN(C(=O)c2ccco2)CC1,-14
O=C1c2cccc3cccc(c23)C(=O)N1CCN1CCN(C(=S)Nc2cccc(S(=O)(=O)C(F)F)c2)CC1,-4
Cc1cc(NC(=O)C(=O)NCc2ccncc2)ccc1N1CCCC1=O,-4
O=C(NCc1cccc2ccccc12)NCC1CCN(c2nc3ccccc3o2)CC1,-9
COc1ccc(NC(=O)CSc2ccc(NC(=O)c3ccc(C)cc3)nn2)cc1OC,14
CS(=O)(=O)c1ccc2nc(NC(=O)C(c3ccccc3)c3ccccc3)sc2c1,8
N#Cc1c(NC(=O)c2cccs2)sc2c1CCCC2,0
CCNC(=O)NCC1CCN(C)CC1,-1
Cc1ccc(C(O)=C2C(=O)C(=O)N(c3ccccn3)C2c2ccc([N+](=O)[O-])cc2)cc1 (configuration not stated),4
O=S(=O)(NCc1ccnc(-c2cccs2)c1)c1ccc2c(c1)CCCC2,-2
Cc1ccc(C)c(-n2c(=O)c3ccccc3c3ccccc3c2=O)c1,11
O=C(c1cc2ccccc2o1)N1CCN(C[C@H](O)c2ccco2)CC1,-3
C=CCn1c(=NC(=O)Cc2ccc(S(C)(=O)=O)cc2)sc2cc(F)cc(F)c21,-2
O=C(Cc1ccc(F)cc1)N(CCc1cccs1)C1CCOCC1,-6
COc1ccccc1-c1ccc(N2CCN(S(=O)(=O)c3cccc(F)c3)CC2)nn1,-8
Cc1cnc2n(c1=O)[C@@H](CC(=O)NCc1ccco1)CS2,-15
COc1ccc(-n2c(C)nc3ccc(NC(=O)Nc4cc(F)ccc4F)cc3c2=O)cc1,-6
Cc1ccc(-c2csc(NC(=O)c3ccco3)n2)c(C)c1,-21
CCc1c2c(nc3sc(C(=O)N4CCOCC4)c(N)c13)CC(C)(C)CC2=O,7
Cc1cccc2sc(NC(=O)CCc3csc(NC(=O)c4ccco4)n3)nc12,-10
CCOc1cc(C(NC(=O)C(C)(C)C)NC(=O)C(C)(C)C)ccc1OC,-6
CCCCS(=O)(=O)N(C)CC(=O)NCc1nccc(N2CCOCC2)n1,-7
Cc1ccn2cc(CCNS(=O)(=O)c3cc(C)c(C)cc3C)nc2c1,-9
COC(=O)C1CC(=NNS(=O)(=O)c2ccc(C)cc2)c2ccccc2C1 (configuration not stated),4
CSc1cccc2sc(N3CCN(C(=O)C4CCCC4)CC3)nc12,3
CCOC(=O)C(C(N)=NCCO)=C(O)c1ccccc1,-17
O=C(COc1ccc(Cl)cc1)NCC(c1ccsc1)N1CCOCC1 (configuration not stated),1
NC(=O)C1Cc2ccccc2N1C(=O)NCc1cccc2ccccc12 (configuration not stated),0
O=C(NCC1CCN(c2cnccn2)CC1)Nc1cccc(C(F)(F)F)c1,6
Cn1nc(-c2cccc(NS(=O)(=O)c3cccnc3)c2)ccc1=O,-8
COCCNc1nc(-c2ccc(F)cc2)nc2ccccc12,-14
CCOC(=O)C(=NNc1ccc(Cl)cc1)c1csc(Nc2ccccc2)n1,5
COc1ccc(Cl)cc1C(=O)NCCCc1cnc2cc(C)nn2c1,1
O=C(Nc1ccc(Cl)c(Cl)c1)N1CC(c2nc(-c3ccsc3)no2)C1,-1
CCc1ccc(N2CC(c3nc4ccccc4n3CCOC)CC2=O)cc1 (configuration not stated),0
CCOC(=O)c1ccc(NC(=O)c2ccc(Br)s2)cc1,-4
O=C(NCC1CCN(c2ccccn2)CC1)C(=O)Nc1cc2c3c(c1)CCN3C(=O)CC2,-14
O=C(NN=Cc1ccccc1)c1cc(-c2ccc3c(c2)OCO3)n[nH]1,-4
CC1(C)N=C2C(=NO)CCCC2=[N+]1[O-],-12
CCN1C(=O)C(C)(C)COc2ccc(NC(=O)c3ccc4ccccc4c3)cc21,28
CCOc1ccccc1NC(=O)CSc1cc(N2CCC(C(=O)NC3CC3)CC2)ncn1,7

# Reprinted at random: 3 records from the list
SMILES,PriA SSB inh
CCN1C(=O)C(C)(C)COc2ccc(NC(=O)c3ccc4ccccc4c3)cc21,28
O=C(NCC1CCN(c2ccccn2)CC1)C(=O)Nc1cc2c3c(c1)CCN3C(=O)CC2,-14
COCCNc1nc(-c2ccc(F)cc2)nc2ccccc12,-14

# (next part)
SMILES,PriA SSB inh
NC(=O)c1sccc1S(=O)(=O)N1CCN(c2ccccc2F)CC1,-9
NS(=O)(=O)c1ccc(NC(=O)c2cn(Cc3cccc(F)c3)nc2OCc2cccc(F)c2)cc1,-16
CCn1ccc(C(=O)N2CCN(c3nc4c(F)cc(F)cc4s3)CC2)n1,-10
CN(C)S(=O)(=O)N1CCC(Oc2ncccc2Br)CC1,-22
COc1ccccc1CNC(=O)C(=O)NC1CCCCCC1,2
Cc1[nH]c(=O)[nH]c(=O)c1CC(=O)NC1CCCCC1,8
O=C(Nc1ccccc1)c1nc[nH]c1C(=O)Nc1ccccc1,-1
Cc1ccc2nc(NC(=O)Nc3ccccc3)sc2c1,3
N#Cc1ccc(C(=O)Nc2cccc3c2C(=O)NC3=O)cc1,5
CCS(=O)(=O)c1ccc(CC(=O)Nc2sccc2C(=O)OC)cc1,1
O=C(NC(=S)Nc1ccc(-c2nc3ccccc3o2)cc1)c1cccs1,-10
CC1(C)CC(=O)C(C(=N)NC(=O)c2ccc([N+](=O)[O-])cc2)=C(O)C1,3
Cn1ccc(C(=O)Nc2cccc3c2C(=O)NC3=O)n1,1
O=C(Cc1csc2nc(-c3ccccc3)cn12)N1CCN(c2ccccc2)CC1,-1&4
CC(C)c1ccc(S(=O)(=O)NCc2ccsc2)cc1,2
Cc1ccc(NC(=O)COc2cccc3ccc(N4CCOCC4)nc23)cc1,-1
c1ccc(-c2nc3ccc(Cc4ccc5nc(-c6ccccn6)[nH]c5c4)cc3[nH]2)nc1,88*
COc1ccccc1CCNC(=O)CCc1c(C)nn(-c2nc(C)cc(=O)[nH]2)c1C,19
Cc1noc(N)c1Br,-9
CC(C)NC(=O)N(CCc1cccs1)C1CCOCC1,-5
CC(C)c1cc(=O)n(CC(=O)Nc2ccccc2-c2ccc(=O)[nH]n2)cn1,-19
CC(Oc1ccc2c(c1)OCO2)C(=O)N1CCN(c2ccc3nncn3n2)CC1 (configuration not stated),-4
CCOC(=O)c1sc2nc(-c3ccc(C)cc3)ccc2c1N,-9
COc1ccccc1CNC(=O)Cc1csc(NC(=O)Nc2cccc(C)c2)n1,-11
O=C(C1CC1)N1CCCC(c2nnc(-c3cccs3)o2)C1 (configuration not stated),-8
CCn1c(SCC(=O)NN=Cc2cc(OC)c(OC)c(OC)c2)nc2ccccc21,-11
CCOc1ccccc1NC(=O)CCc1csc(NS(=O)(=O)c2ccc(F)cc2)n1,6
O=C(c1cncc(Br)c1)N1CCC(Oc2ccc(C(F)(F)F)cn2)CC1,-17
O=C(NCCn1ncc2c(=O)n(Cc3ccccc3F)cnc21)c1ccc(S(=O)(=O)N2CCOCC2)cc1,0
O=C(NCCCn1ncccc1=O)c1ccc(F)cc1,-4
CC1=CC=CC2=NC(=NS(=O)(=O)c3ccc(F)cc3F)c3ccccc3CN12,-11
Cc1ccnc2nc(C(=O)Nc3nc(-c4cccs4)cs3)nn12,29
Cc1noc(C)c1CC(=O)Nc1ccn2nccc2c1,-14
CCCC(=O)N(Cc1ccccc1)c1nc2ccc(C)cc2s1,-10
COc1cc(NC(=O)CSc2ccc(NC(=O)c3ccco3)nn2)cc(OC)c1,-11
Cc1nc(C(=O)NCCn2cnc3ccsc3c2=O)cs1,-19
O=C(c1cnccn1)N1CC(C(=O)N2CCn3c2nc2ccccc23)C1,-11
CC(C)C(=O)Nc1ccc(S(=O)(=O)Nc2ccc3c(c2)C(=O)Nc2ccccc2O3)cc1,-16
Cc1cc(NC(=O)Cn2cnc3c(oc4ccccc43)c2=O)no1,4
S=C1N(CN2CCOCC2)CCN1CN1CCOCC1,-1
O=C(NCC1CCN(Cc2cccs2)CC1)C(=O)NC1CC1,-22
COC(CNC(=O)NC(C)C)c1ccc(Cl)s1 (configuration not stated),-8
Cc1cc(N)n(-c2nc(-c3ccccc3)cs2)n1,0
S=c1[nH]nc(COc2ccccc2)n1N=Cc1cccc(Br)c1,2
COc1ccc(Cl)cc1S(=O)(=O)N1CCOC(c2ccccc2)C1 (configuration not stated),-9
Cc1nc(N2CCOCC2)nc(C)c1NC(=O)c1ccccn1,-13
COc1cccc(NN=Cc2cccc(Br)c2O)c1,-1
CN(C)S(=O)(=O)c1ccc(C(=O)Nc2ccc3c(c2)N(C(=O)c2ccco2)CC3)cc1,4
O=C(CCN1CCOCC1)NN=Cc1cc([N+](=O)[O-])ccc1OC(F)F,-10
O=C(COc1ccccc1F)N(CCn1cccn1)c1nc2ccccc2s1,-4
CC(=O)NCCn1ncc2c(N3CCCCCC3)ncnc21,-1
Cn1c(=O)oc2ccc(S(=O)(=O)NCC3(c4ccc(F)cc4)CC3)cc21,-6
COc1cc2c(cc1OC)CN(S(=O)(=O)CCNC(=O)c1cc(Cl)ccc1OC)CC2,-14
COc1ccc(NC(=O)NCCCn2nc(-c3ccc(F)cc3)ccc2=O)cc1OC,-3
COC(=O)c1ccc(CN2CCN(Cc3nc4ccccc4n3Cc3ccccc3)CC2)o1,11
COc1ccc(Cl)cc1NC(N)=Nc1nc(CSc2ccc(C)cc2)cc(=O)[nH]1,0
COc1cccc(N2CC(CN)OC2=O)c1 (configuration not stated),25
Cc1ccccc1C(=O)Nc1cccc(-c2cn3c(C)csc3n2)c1,20
CC(C)CN1CCN(C(=O)c2cn(-c3ccc(-c4nc(C(C)(C)C)no4)cn3)cn2)CC1,-3
CC(C)c1nccn1CC1CCN(C(=O)Nc2ccc(C(C)(C)C)cc2)CC1,1

# Next results.
SMILES,PriA SSB inh
COc1cc2nc(SCc3ccc(C#N)cc3)n3nc(CCn4c(C)nc5ccccc54)nc3c2cc1OC,-11
Cc1cc(CNC(=O)C(C)(C)C)c(C)o1,-17
CC(C)(C)c1ccc(OCC(=O)Nc2ccc(S(=O)(=O)N3CCOCC3)cc2)cc1,-3
CC(C)S(=O)(=O)c1nc2ccccc2n1Cc1ccccc1Cl,-10
COc1ccccc1OCC(=O)N1CCC2(CC1)OCCN2S(=O)(=O)c1ccc(Cl)cc1,-13
COc1ccc2cccc(NC(=O)c3nc4ccccc4s3)c2n1,-16
COc1ccccc1CNC(=O)C(=O)Nc1c2c(nn1C(C)(C)C)CSC2,0
CN1C(=O)c2ccc(NC(=O)Cc3ccc4c(c3)OCO4)cc2C1=O,8
O=C(/C=C/c1ccc([N+](=O)[O-])s1)c1ccc(-c2ccccc2)cc1,-16
O=C(NCc1ccncc1)C(=NO)c1ccccc1,-4
O=C(NC1CCN(c2nc(-c3cccnc3)cs2)CC1)[C@@H]1CC=CCC1,-10
Cc1ccc2c(c1)N(C(=O)Cn1cnc3c(sc4ncccc43)c1=O)CCO2,-19
Cc1cc(N(C)C)nc(CNC(=O)c2snnc2C)n1,4
COc1ccc(/C=C/C(=O)N2CCN(C)CC2)cc1Br,2
CCOC(=O)CNC(=O)CN1CCc2nc(NC(C)=O)sc2C1,-4
Cc1ccc(S(=O)(=O)N=C(NNC(=O)c2cccc(Cl)c2)c2ccccc2)cc1,-4
CN(Cc1ccco1)S(=O)(=O)c1ccc(C(=O)Nc2nc3c(s2)CCC3)cc1,-2&-8
CSc1nnc(NC(=O)c2ccccc2Cl)s1,-5
CCS(=O)(=O)c1cccc(C(=O)Nc2sc3c(c2C(=O)OC)CCN(C(C)C)C3)c1,8
Cc1cc(C(=O)Nc2nc(C(=O)NCCc3ccc(Cl)cc3)co2)no1,1
O=C(CSc1nnc(-c2cccnc2)o1)Nc1ccc(OC(F)F)cc1,-1
CN(C)C(=NS(=O)(=O)c1ccc(Br)cc1)c1ccccc1,-11

# Gathered by group, the entries above containing a thiophene ring, fused or not.
SMILES,PriA SSB inh
N#Cc1c(NC(=O)c2cccs2)sc2c1CCCC2,0
O=S(=O)(NCc1ccnc(-c2cccs2)c1)c1ccc2c(c1)CCCC2,-2
O=C(Cc1ccc(F)cc1)N(CCc1cccs1)C1CCOCC1,-6
CCc1c2c(nc3sc(C(=O)N4CCOCC4)c(N)c13)CC(C)(C)CC2=O,7
O=C(COc1ccc(Cl)cc1)NCC(c1ccsc1)N1CCOCC1 (configuration not stated),1
O=C(Nc1ccc(Cl)c(Cl)c1)N1CC(c2nc(-c3ccsc3)no2)C1,-1
CCOC(=O)c1ccc(NC(=O)c2ccc(Br)s2)cc1,-4
NC(=O)c1sccc1S(=O)(=O)N1CCN(c2ccccc2F)CC1,-9
CCS(=O)(=O)c1ccc(CC(=O)Nc2sccc2C(=O)OC)cc1,1
O=C(NC(=S)Nc1ccc(-c2nc3ccccc3o2)cc1)c1cccs1,-10
CC(C)c1ccc(S(=O)(=O)NCc2ccsc2)cc1,2
CC(C)NC(=O)N(CCc1cccs1)C1CCOCC1,-5
CCOC(=O)c1sc2nc(-c3ccc(C)cc3)ccc2c1N,-9
O=C(C1CC1)N1CCCC(c2nnc(-c3cccs3)o2)C1 (configuration not stated),-8
Cc1ccnc2nc(C(=O)Nc3nc(-c4cccs4)cs3)nn12,29
Cc1nc(C(=O)NCCn2cnc3ccsc3c2=O)cs1,-19
O=C(NCC1CCN(Cc2cccs2)CC1)C(=O)NC1CC1,-22
COC(CNC(=O)NC(C)C)c1ccc(Cl)s1 (configuration not stated),-8
O=C(/C=C/c1ccc([N+](=O)[O-])s1)c1ccc(-c2ccccc2)cc1,-16
Cc1ccc2c(c1)N(C(=O)Cn1cnc3c(sc4ncccc43)c1=O)CCO2,-19
CCS(=O)(=O)c1cccc(C(=O)Nc2sc3c(c2C(=O)OC)CCN(C(C)C)C3)c1,8

# High-throughput results from PubChem.
